PKA-R1A act = activators of PKA-R1A holoenzyme, primary screen, biochemical, fluorescence polarization, Cy5-IP20, bovine R1A, mouse PKAc | PKA-R1A dissociation; scaled: DMSO 0%, 113 µM cGMP 100% | cAMP-dependent protein kinase type I-alpha regulatory subunit (Bos taurus) + … | AID 504707, 2011 | 340,000 tested, 0.083% active | activation, % at 11.4 µM;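 active means percent activation above the mean of all tested compounds plus 3 SD, cut at about 19% in these data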;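 further: higher means more PKAc released from R1A so a rise in polarization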
OPRM1-OPRD1 ag = agonists of OPRM1-OPRD1 heterodimerization, primary screen, cell-based, luminescence; activation, % at 9.3 µM; cells; Mu-type opioid receptor (Homo sapiens) + Delta-type opioid receptor (Homo sapiens), …; 340,000 tested, 0.3% active; AID 504326, 2011; in the data active means activation above about 18%;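 further: 0% = vehicle-treated cells and 100% = reference agonist; values of inactives mirror those of a sister screen read the other way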
PKA-R2B activ = activators of PKA-R2B holoenzyme, primary screen, biochemical, fluorescence polarization, Cy5-IP20, human | cAMP-dependent protein kinase catalytic subunit beta (Homo sapiens) + cAMP-dependent … | PKA-R2B holoenzyme dissociation; R2B truncated from residue 108, S112A mutant; 0% DMSO only, 100% 113 µM cGMP | activation, % at 11.4 µM | 340,000 tested, 0.079% active | AID 504700, 2011;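 active means activation above a cutoff set at the mean over all compounds plus 3 SD, cut at about 18% in these data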;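 further: higher means more holoenzyme dissociation and a rise in polarization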
Target sequence (P31323 whole entry, looked up, other chains not shown, the tested form may be a part): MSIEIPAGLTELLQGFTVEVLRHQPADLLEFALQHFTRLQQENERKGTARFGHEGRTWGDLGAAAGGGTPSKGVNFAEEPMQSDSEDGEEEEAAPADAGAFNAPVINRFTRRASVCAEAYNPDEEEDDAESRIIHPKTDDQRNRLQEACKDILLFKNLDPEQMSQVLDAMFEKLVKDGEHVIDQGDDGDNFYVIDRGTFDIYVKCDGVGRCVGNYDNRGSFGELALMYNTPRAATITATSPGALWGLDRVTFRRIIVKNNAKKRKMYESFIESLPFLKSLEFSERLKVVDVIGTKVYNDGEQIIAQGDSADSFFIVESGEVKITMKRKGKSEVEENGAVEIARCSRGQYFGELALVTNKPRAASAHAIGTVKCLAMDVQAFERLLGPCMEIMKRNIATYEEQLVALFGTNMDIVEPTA
HTR5A ag ctr = HTR5A agonists in luminescence cell assay, primary screen, counter-screen for OPRM1-OPRD1 heterodimer agonist project, full-deck HTS; activation, % at 9.3 µM; 340,000 tested, 0.61% active; cell-based; 5-hydroxytryptamine receptor 5A (Homo sapiens), P47898; in the data active means activation mostly above about 9.5%, no sharp cut-off; inactive means mostly below about 7.6%;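 further: 0% = cells with vehicle only and 100% = reference agonist; strong numbers were not always called active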
Target sequence (P47898 whole entry, looked up): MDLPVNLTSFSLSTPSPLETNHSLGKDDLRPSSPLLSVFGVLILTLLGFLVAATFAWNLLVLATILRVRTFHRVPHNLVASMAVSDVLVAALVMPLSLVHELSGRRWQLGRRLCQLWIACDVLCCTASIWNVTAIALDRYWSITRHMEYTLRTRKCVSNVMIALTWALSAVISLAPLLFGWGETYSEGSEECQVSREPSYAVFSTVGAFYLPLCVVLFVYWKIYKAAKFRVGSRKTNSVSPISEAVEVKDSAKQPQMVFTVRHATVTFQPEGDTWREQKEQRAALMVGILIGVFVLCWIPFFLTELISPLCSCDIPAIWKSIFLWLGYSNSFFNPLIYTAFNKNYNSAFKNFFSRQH
Arrestin-AP2 inh = inhibitors of beta-arrestin/AP2 binding, primary screen, biochemical, GPCR trafficking, flow cytometry. beta-arrestin 1 C-terminal peptide binding to AP2 beta2-adaptin appendage (human). FITC-arrestin peptide / GST-AP2 beads; AP2 beta2 appendage carries R879A mutation. inhibition, % at 10 µM. 340,000 tested, 0.31% active. AID 504490, 2011;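 active means inhibition above a set limit, near 3 SD of compounds lacking own fluorescence, cut at about 54% in these data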;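 further: plate controls were DMSO wells for no effect and 5 µM unlabelled arrestin peptide for full effect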
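test system = AP2 appendage R879A on GSH beads | buffer or medium = PBS plus Tween 20 (0.05%) and BSA (0.1%) | incubation = 12 min plus 1 h, RT | detection = bead flow cytometry, FITC channel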
MOR-DOR inv ag = inverse agonists of MOR-DOR heterodimerization, primary screen, cell-based, luminescence. 340,000 tested, 0.21% active. AID 504357, 2011. Mu-type opioid receptor (Homo sapiens) + Delta-type opioid receptor (Homo sapiens), …. inhibition, % at 9.3 µM. cell-based MOR-DOR heterodimer luminescence, inverse agonism; in the data active means inhibition above about 22%, passing the limit was not always enough;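 further: 0% = cells with DMSO and 100% = wells without cells with DMSO; values of inactives mirror those of a sister screen read the other way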
DSG3 Ab inh = inhibitors of pemphigus antibody binding to DSG3, primary screen, biochemical, bead-based, flow cytometry, scFv-GFP. Desmoglein-3 (Homo sapiens), P32926. DSG3-coupled beads, scFv-anti-DSG3-GFP binding; active compounds read low. binding (percent of control), % at 10 µM. 310,000 tested, 0.48% active;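 active means binding more than 3 SD below its plate's average and above zero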;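 further: hits lower antibody fragment binding to DSG3; some compounds called inactive have numbers as strong as hits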
DAGLB inh = DAGLB lipase inhibitors, primary screen, biochemical, fluorescence, HTS; Diacylglycerol lipase-beta (Homo sapiens), Q8NCG7; HEK293T DAGLB membrane lysate, EnzChek fluorogenic substrate; inhibition, % at 5.17 µM; 340,000 tested, 0.059% active; AID 504411, 2011; in the data active means inhibition above about 34%;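 further: 0% = enzyme with vehicle and 100% = wells lacking enzyme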
HTR5A inv ctr = HTR5A inverse agonists in luminescence cell assay, primary screen, counter-screen for OPRM1-OPRD1 heterodimer inverse agonist project, full-deck HTS; 5-hydroxytryptamine receptor 5A (Homo sapiens), P47898; HTR5A cell line, inverse agonism; inhibition, % at 9.3 µM; 340,000 tested, 0.083% active; AID 504634, 2011; in the data active means inhibition mostly above about 23%, no sharp cut-off; inactive means mostly below about 18%;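 further: 0% = cells with DMSO and 100% = no-cell wells with DMSO; some compounds called inactive have numbers as strong as hits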
V-ATPase pHluor = regulators of yeast V-ATPase proton pumping, primary screen, pHLuorin cytosolic pH fluorescence | S. cerevisiae | response, % at 10 µM | 350,000 tested, 0.37% active; in the data active means response mostly above about 7.3%, no sharp cut-off; inactive means mostly below about 5.4%; further: actives read high; inactives centre near 0; some compounds called inactive have numbers as strong as hits; reference of the scale not given here
Numbers without * were called inactive; x = not tested or not shown. The order is random (roughly 2.4% active in at least one column).

SMILES	PKA-R1A act	OPRM1-OPRD1 ag	PKA-R2B activ	HTR5A ag ctr	Arrestin-AP2 inh	MOR-DOR inv ag	DSG3 Ab inh	DAGLB inh	HTR5A inv ctr	V-ATPase pHluor
Cc1cc(C)c(NC(=O)CSc2cccc[n+]2[O-])c(C)c1	-1	-3.2	1	-1	-14	17	89	1	4	2
Cc1c(NC(=O)COC(=O)C2(c3ccccc3F)CCCC2)c(=O)n(-c2ccccc2)n1C	-2	-0.8	9	-3	10	4	92	3	6	11*
CCOCCCn1c(=S)[nH]c2cc(C(=O)NC3CCCC(C)C3C)ccc2c1=O (stereo not drawn)	8	-0.3	2	0	-10	1	x	0	-1	2
CCOc1ccc(S(=O)(=O)N2CCCC(C(=O)N3CCN(CC)CC3)C2)cc1Cl (stereo not drawn)	0	0.4	14	1	26	-3	x	-4	-2	-3
O=C(N/N=C/c1ccncc1)C12CC3CC(CC(C3)C1)C2	2	-2.8	-3	-1	40	13	x	-3	3	-1
Cc1[nH]nc2c1C(c1ccsc1C)C(C#N)=C(N)O2 (stereo not drawn)	4	-2.6	-6	4	-2	15	106	-2	10	-5
COc1cc(CNC(=O)C2CCCC2)cc(OC)c1OC	-4	-0.8	1	-1	-4	4	103	1	5	-3
CC(NC(=O)C(=O)NN=C1CCCCCCC1)c1ccccc1 (stereo not drawn)	3	-0.9	-16	-2	-2	5	98	0	-15	2
Cc1ccc(CN2C(=O)c3ccccc3C2C(=O)NCC2CCCO2)cc1 (stereo not drawn)	-14	-0.3	-4	0	-6	2	x	0	-6	-1
O=C1[C@@H](c2ccccc2)[C@@H](c2ccccc2)N1c1cccnc1	-1	-2.1	-1	0	12	11	107	-2	0	-3
CC(NC(=S)Nc1ccc(S(N)(=O)=O)cc1)c1ccc2c(c1)OCO2 (stereo not drawn)	-2	0.3	5	1	-1	-2	104	-4	-3	0
O=C(Cc1cccs1)N(CC1CCCO1)C1(C(=O)NC2CCCC2)CCCCC1 (stereo not drawn)	-8	-2.3	-8	0	19	11	x	-1	0	1
COc1cc(/C=C/C(=O)N2CCN(C(=O)/C=C/c3cc(OC)c(OC)c(OC)c3)CC2)cc(OC)c1OC	-8	-1.2	-6	3	4	8	111	1	1	5
CCCn1c(=O)[nH]c(=O)c2c(C(=O)OCC)cc(-c3cccs3)nc21	10	7.2	-4	2	-1	-37	106	2	-5	0
COc1cc(C(=O)OC(C)C(=O)Nc2ccc3c(c2)OCO3)ccc1OCc1c(C)noc1C (stereo not drawn)	-1	-2.1	-5	-3	8	12	96	-1	2	-2
CCC(C)c1ccccc1NC(=O)c1cccnc1 (stereo not drawn)	-2	-1.9	6	-1	-1	10	x	-3	-13	1
Cc1cc(C)cc(NC(=O)C2CCCC2)c1	-14	0.3	-11	2	16	-2	89	-2	-10	4
O=C(CN1CCOCC1)Nc1ccc(Cl)cc1	-3	-2.8	-4	-2	-7	14	137	-1	7	4
COc1ccc(C(Nc2ccccn2)c2oc(CO)cc(=O)c2O)cc1 (stereo not drawn)	6	-2.0	1	-3	-10	12	100	1	7	-5
CC1CN(C(=S)NC(=O)c2cccc([N+](=O)[O-])c2)CC(C)O1 (stereo not drawn)	-8	-1.3	-9	-4	-2	6	109	0	20	3
COc1ccc(N(C2=NCCCS2)S(=O)(=O)c2ccc(C(C)(C)C)cc2)cc1	-10	-1.1	-4	-2	18	5	114	-3	6	-6
Nc1ccc(S(=O)(=O)NCC(=O)OC2CCOC2=O)cc1[N+](=O)[O-] (stereo not drawn)	1	-3.9	6	0	-6	16	x	0	-1	-2
COc1ccc(NC(=O)c2cc(-c3ccccc3OC)on2)cc1	-6	4.9	-12	5	0	-27	99	-4	0	-1
CC1(C(=O)NCc2cc(F)cc(C(F)(F)F)c2)C=CC2(CCCCC2)N1C(=O)c1ccccc1 (stereo not drawn)	-9	2.1	-4	-3	-14	-12	x	-7	-50	1
Cc1nnc(SCCC(=O)Nc2ccccc2Cl)o1	-5	-1.6	4	8	-7	8	99	-2	-28	0

Pulled by compound from the list above (two):
SMILES	PKA-R1A act	OPRM1-OPRD1 ag	PKA-R2B activ	HTR5A ag ctr	Arrestin-AP2 inh	MOR-DOR inv ag	DSG3 Ab inh	DAGLB inh	HTR5A inv ctr	V-ATPase pHluor
Cc1cc(C)cc(NC(=O)C2CCCC2)c1	-14	0.3	-11	2	16	-2	89	-2	-10	4
COc1cc(C(=O)OC(C)C(=O)Nc2ccc3c(c2)OCO3)ccc1OCc1c(C)noc1C (stereo not drawn)	-1	-2.1	-5	-3	8	12	96	-1	2	-2

The list continues.
SMILES	PKA-R1A act	OPRM1-OPRD1 ag	PKA-R2B activ	HTR5A ag ctr	Arrestin-AP2 inh	MOR-DOR inv ag	DSG3 Ab inh	DAGLB inh	HTR5A inv ctr	V-ATPase pHluor
Cc1nonc1N1CCN(Cc2cn[nH]c2-c2ccc(F)cc2F)CC1	5	-0.6	-13	-3	9	3	120	0	1	4
Cc1ccc(C2=C/C(=C\c3cccnc3)C(=O)O2)cc1	-8	-2.3	-3	-1	0	15	85	-2	1	2
CC(NC(=O)COc1ccccc1)C(=O)N1CCN(c2ccc(F)cc2)CC1 (stereo not drawn)	-4	-2.2	-8	7	-8	8	105	-1	-18	-1
COc1ccc(NC(=O)CN(C)S(=O)(=O)c2ccc(Br)s2)cc1OC	-2	0.9	-15	1	6	-7	110	-4	-14	-2
CC1CCC(NC(=O)C(NS(=O)(=O)c2cccc3nsnc23)C(C)C)CC1 (stereo not drawn)	2	-2.6	1	-2	-1	13	101	-3	5	-1
COC(=O)c1cc(OCC(=O)NC2CCCc3ccccc32)cc(C(=O)OC)c1 (stereo not drawn)	0	0.3	-1	7	-3	-2	115	-3	-22	-2
COc1ccccc1NC(=O)CCN1CCCCCC1	-9	0.1	1	10	2	-1	123	4	-24	-2
Cc1cc(=O)n2[nH]c(-c3ccsc3-n3c(C)ccc3C)cc2n1	-13	-2.8	2	2	-6	14	95	4	24	-2
CCC(CC)C(=O)c1c[nH]c(C(=O)NCc2ccccc2)c1	-5	-2.1	0	-1	7	10	94	3	4	-4
Cc1sc2nc(C3CC3)nc(SCC(=O)N3CCc4ccccc4C3)c2c1C	-1	0.9	5	-3	4	-4	104	-6	8	-2
COC(=O)c1ccc(C2C(C(=O)OCC(C)C)=C(C)N=C3SCCC(=O)N32)cc1 (stereo not drawn)	-13	-3.2	-13	0	0	15	107	-4	-5	-2
Cc1nnc2c(NCCc3ccccc3)nc3ccccc3n12	3	3.1	-13	5	-18	-18	97	-6	-18	2
CCOC(=O)CNC(=O)c1c(C)nn(C)c1Cl	3	-0.5	3	1	36	3	105	-3	-2	7
Cc1[nH]c(=O)nc(SCc2ccc(Cl)c(Cl)c2)c1C#N	13	-4.1	4	2	-8	22	111	7	-7	-1
O=C(CN1C(=O)c2ccccc2S1(=O)=O)c1ccc(OC(F)F)cc1	-4	-1.7	1	-3	-6	9	100	-1	10	-3
COc1ccc(C2=CC(=O)C[C@H](c3ccc(OC)cc3)C2)cc1	1	-2.2	0	-1	-4	13	105	-11	2	-3
CC(=O)Nc1ccc(NC(=O)c2ccc(S(=O)(=O)N(C)c3ccccc3)cc2)cc1	-1	1.2	4	7	-12	-5	x	1	-17	0
CCCc1cc(=O)oc2c3c(cc(OCC(=O)N4CCC[C@H]4C(=O)O)c12)OC(C)(C)CC3	-2	-0.3	-5	2	-3	1	104	2	16	1
CCC(C)(C)NC(=O)C(c1ccc(C)cc1)N(Cc1cccnc1)C(=O)c1csnn1 (stereo not drawn)	-2	0.1	-1	-2	-6	-1	x	0	-26	-2
O=C(Nc1cc(S(=O)(=O)N2CCCCC2)ccc1N1CCOCC1)c1ccc(C(F)(F)F)cc1	11	-0.7	-7	8	-1	3	104	1	9	-4
CC(Oc1ccccc1)C(=O)NC1=NCCS1 (stereo not drawn)	0	-1.3	4	0	19	7	101	-1	-1	7.3*
COc1ccccc1-c1cc(N)n(S(=O)(=O)c2cccc3nsnc23)n1	-12	-1.7	-14	-1	5	9	85	2	-14	-3
O=CN1N=C(c2ccccc2)CC1c1ccc(Cl)cc1 (stereo not drawn)	-7	-0.9	9	0	-2	4	99	-1	2	-4
Cc1ccc(NC(=O)C2CC(=O)Nc3nncn32)cc1 (stereo not drawn)	-9	-1.9	3	0	4	10	104	0	0	-2
O=C1CNC(=S)N1Cc1cccc(Cl)c1	-5	-3.5	0	0	2	16	95	-3	1	2

In the list so far, these contain an aryl methoxy group:
SMILES	PKA-R1A act	OPRM1-OPRD1 ag	PKA-R2B activ	HTR5A ag ctr	Arrestin-AP2 inh	MOR-DOR inv ag	DSG3 Ab inh	DAGLB inh	HTR5A inv ctr	V-ATPase pHluor
COc1cc(CNC(=O)C2CCCC2)cc(OC)c1OC	-4	-0.8	1	-1	-4	4	103	1	5	-3
COc1cc(/C=C/C(=O)N2CCN(C(=O)/C=C/c3cc(OC)c(OC)c(OC)c3)CC2)cc(OC)c1OC	-8	-1.2	-6	3	4	8	111	1	1	5
COc1cc(C(=O)OC(C)C(=O)Nc2ccc3c(c2)OCO3)ccc1OCc1c(C)noc1C (stereo not drawn)	-1	-2.1	-5	-3	8	12	96	-1	2	-2
COc1ccc(C(Nc2ccccn2)c2oc(CO)cc(=O)c2O)cc1 (stereo not drawn)	6	-2.0	1	-3	-10	12	100	1	7	-5
COc1ccc(N(C2=NCCCS2)S(=O)(=O)c2ccc(C(C)(C)C)cc2)cc1	-10	-1.1	-4	-2	18	5	114	-3	6	-6
COc1ccc(NC(=O)c2cc(-c3ccccc3OC)on2)cc1	-6	4.9	-12	5	0	-27	99	-4	0	-1
COc1ccc(NC(=O)CN(C)S(=O)(=O)c2ccc(Br)s2)cc1OC	-2	0.9	-15	1	6	-7	110	-4	-14	-2
COc1ccccc1NC(=O)CCN1CCCCCC1	-9	0.1	1	10	2	-1	123	4	-24	-2
COc1ccc(C2=CC(=O)C[C@H](c3ccc(OC)cc3)C2)cc1	1	-2.2	0	-1	-4	13	105	-11	2	-3
COc1ccccc1-c1cc(N)n(S(=O)(=O)c2cccc3nsnc23)n1	-12	-1.7	-14	-1	5	9	85	2	-14	-3

High-throughput results (PubChem BioAssay)
